# KAT2A inh = inhibitors of human GCN5L2 histone acetyltransferase | Q92830 | GCN5L2 HAT assay, ThioGlo1 CoA-SH fluorescence | Potency, µM (titrated, usually from 58.9 µM), for the others: at the highest dose activity change, negative = inhibition, actives largely listed as inhibitors | 390,000 tested, 0.21% active
# Target sequence (Q92830 whole entry, looked up): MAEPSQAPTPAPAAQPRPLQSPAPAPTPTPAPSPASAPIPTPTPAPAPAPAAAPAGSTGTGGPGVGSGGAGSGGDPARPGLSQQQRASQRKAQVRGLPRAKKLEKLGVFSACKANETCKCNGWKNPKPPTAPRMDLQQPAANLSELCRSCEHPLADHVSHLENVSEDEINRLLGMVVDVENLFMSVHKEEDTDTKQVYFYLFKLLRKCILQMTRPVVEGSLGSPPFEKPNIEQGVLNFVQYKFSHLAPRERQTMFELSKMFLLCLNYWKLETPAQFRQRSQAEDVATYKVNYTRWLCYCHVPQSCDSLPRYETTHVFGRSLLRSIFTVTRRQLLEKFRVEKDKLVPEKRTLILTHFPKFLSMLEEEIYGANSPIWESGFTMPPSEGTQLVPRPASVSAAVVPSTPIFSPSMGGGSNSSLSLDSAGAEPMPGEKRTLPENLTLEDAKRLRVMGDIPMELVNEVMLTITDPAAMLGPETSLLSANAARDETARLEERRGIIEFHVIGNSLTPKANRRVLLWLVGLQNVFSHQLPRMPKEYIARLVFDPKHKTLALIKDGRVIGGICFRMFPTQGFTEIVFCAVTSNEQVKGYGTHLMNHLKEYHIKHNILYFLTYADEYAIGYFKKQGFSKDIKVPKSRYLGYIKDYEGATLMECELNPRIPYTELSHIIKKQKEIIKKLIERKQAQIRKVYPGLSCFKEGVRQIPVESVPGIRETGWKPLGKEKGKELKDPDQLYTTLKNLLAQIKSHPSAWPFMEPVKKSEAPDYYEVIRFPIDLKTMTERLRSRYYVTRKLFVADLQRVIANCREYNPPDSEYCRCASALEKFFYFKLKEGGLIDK
#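 ThioGlo1-coupled HAT assay: 20nM GCN5L2, 70uM acetyl-CoA, 75uM H3(1-25) peptide, pH 7.5. Fluorescence read at 340/540nm at start and after 20 min at room temperature.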
# DT40 TDP1 no CPT = qHTS for Inhibitors of human tyrosyl-DNA phosphodiesterase 1 (TDP1): qHTS in cells in absence of CPT | DT40 Tdp1-/- hTDP1 cells, no CPT, ATP luminescence, 48 h | Potency, µM (doses to about 46.2 µM), without a hit: at the highest dose activity change, negative = growth inhibition, usual class: inhibitors | 420,000 tested, 15% active | AID 686978, 2013; note: nearly all actives have a fitted effect of over 55% in size
#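 Growth kinetics read by CellTiter-Glo luminescence after ≥48 hr at 37 °C. Cells: DT40 Tdp1-/- stably carrying human TDP1, 400 per well, compound exposure in the absence of CPT (DMSO vehicle).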
# TDP1 cell CPT = growth inhibition of DT40 Tdp1-/-;hTDP1 cells with camptothecin (screen for TDP1 inhibitors); Potency, µM (series often up to 46.2 µM), without a hit: top-dose activity change, negative = growth inhibition, hits mostly inhibitors; chicken DT40 Tdp1-/-;hTDP1 cells + 20 nM CPT, ATP luminescence, 48 h; 420,000 tested, 12% active; AID 686979; note: nearly all actives have a fitted effect of over 55% in size
#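 Chicken DT40 Tdp1-/- cells stably complemented with human TDP1 were seeded at 400 cells/well in medium containing 20 nM camptothecin, exposed to pin-transferred compounds, and grown at 37 °C for at least 48 hr. Viability was read as ATP luminescence.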
# The depositor's hits bear a star; ? = inconclusive; . = not tested or not shown; [ ] = dose if it differs, or a comment. Calls come from the whole dose curve; as a rule, active = well fitted curve in the direction sought with a large enough effect; inconclusive = small, poorly fitted or top-dose-only effect, or another doubt; inactive = no such curve, though single readings can be large; an effect the other way counts as inactive or inconclusive. % is set by controls: 0 for no effect and ±100 for the full control effect; potency is the fitted concentration of half-maximal effect.
SMILES,KAT2A inh,DT40 TDP1 no CPT,TDP1 cell CPT
Cc1ccc(NC(=O)CN(C(=O)N2CCN(C)CC2)S(=O)(=O)c2ccc(C)cc2)cc1,-4%,-5%,-7%
Cc1ccc(OCC(O)CN2CC3(C)CC2CC(C)(C)C3)cc1 (centres undefined),16%,?,-14%
Cn1nc(C(F)(F)F)cc1-c1ccc(/C=C(\C#N)C(=O)c2cccc(C(F)(F)F)c2)s1,2%,-2%,-19%
COCCOC(=O)c1[nH]c2c(c1C)C(=O)CC(c1cccs1)C2 (centres undefined),3%,1.3µM*,1.2µM*
COc1ccc(N2CCN(c3cc(C)c4ccc(O)cc4n3)CC2)cc1,-3%,?,-26%
CC(C)C[C@H](N)c1cn([C@@H](CCCCN)C(=O)N2CCNCC2)nn1,-2%,6.5µM*,8.2µM*
Cc1cccnc1NC(=O)C1CCN(S(=O)(=O)c2ccc3ccccc3c2)CC1,2%,-13%,-30%
COc1ccc(NC(=O)CNc2ccccc2C(C)=O)cc1S(=O)(=O)N1CCOCC1,-8%,-22%,?
Cc1oc(-c2cccc(F)c2)nc1CN1CCCCC1CCc1ccccn1 (centres undefined),34%[activator],?,?
CCOc1ccc(C(=O)NNC(=O)CN2C(=O)C3CC=CCC3C2=O)cc1OC (centres undefined),-3%,-8%,5%
CC(C)OCCCN1CC(=O)N2C(c3ccccc3)c3[nH]c4ccccc4c3C[C@H]2C1=O (some centres undefined),-9%,?,?
CC(C)NC(=O)CC(=O)N/N=C/c1c(F)cccc1Cl,3%,-21%,3%
CCOc1ccc(CN2CCCC(CNC(=O)c3ccc(F)cc3)C2)cc1CO (centres undefined),-6%,-2%,-8%
FC(F)(F)c1cc(-c2ccco2)nc(NCc2cccs2)n1,1%,-25%,-22%
CCN(CCCNC(=O)C1CCN(S(=O)(=O)N2CCOCC2)CC1)c1cccc(C)c1,-3%,16µM*,?
Cn1c(C(=O)NCc2cccnc2)cc2sccc21,-7%,-17%,-26%
C[C@H]1CN([C@@H](C)CO)C(=O)CCCn2cc(nn2)CO[C@@H]1CN(C)S(C)(=O)=O,.,-14%,23%
CC1CN(C(=O)CCn2c(=O)oc3ccccc32)CC(C)O1 (centres undefined),0%,-1%,4%
COc1ccc2cc(C(=O)/C=C/c3cc(OC)c(OC)c(OC)c3)ccc2c1,-28%,21µM*,26µM*
CCCCN(CCCNC(=O)C1CCN(S(=O)(=O)N2CCOCC2)CC1)c1ccccc1,-5%,13µM*,13µM*
COc1cc(-c2ccccc2)nc(N)n1,-4%,-1%,0%
CCOc1ccc2nc(NC(=O)CN3CCOCC3)sc2c1,-6%,-3%,-5%
COc1cccc(-n2c(=O)c3c(C)c(C(=O)N(C)C)sc3n(Cc3cccc(C)c3)c2=O)c1,-9%,-28%,-19%
CC(OC(=O)Cn1cnc2c1c(=O)n(C)c(=O)n2C)C(=O)NC(C)c1ccc(Cl)cc1Cl (centres undefined),-10%,-28%,?
COc1cccc(NC(=O)CN2C(=O)NC(CCc3ccccc3)C2=O)c1 (centres undefined),2%,-26%,?
ONC(=NCc1ccccc1)c1ccccc1,.,-15%,-3%
CN(C(=O)c1cc2c(=O)n3ccccc3nc2n1C)c1ccccc1,-4%,?,12µM*
CCCN(C(=O)COC(=O)CCC(=O)c1ccccc1)c1c(N)n(Cc2ccccc2)c(=O)[nH]c1=O,.,-22%,-15%
CN(C)CCNC(=O)c1cc2c(s1)-c1ccccc1OC2,-17%,?,16µM*
CC(C)CNC(=S)NC1CC2CCC(C1)N2Cc1ccccc1 (centres undefined),-3%,?,-23%

# Among those listed so far, 2 have a CF3 group:
SMILES,KAT2A inh,DT40 TDP1 no CPT,TDP1 cell CPT
Cn1nc(C(F)(F)F)cc1-c1ccc(/C=C(\C#N)C(=O)c2cccc(C(F)(F)F)c2)s1,2%,-2%,-19%
FC(F)(F)c1cc(-c2ccco2)nc(NCc2cccs2)n1,1%,-25%,-22%

# Remaining list, next part:
SMILES,KAT2A inh,DT40 TDP1 no CPT,TDP1 cell CPT
CC(=O)c1ccc(NC(=O)Cn2cc(S(=O)(=O)Cc3ccccc3Cl)c3ccccc32)cc1,-27%,-10%,-23%
O=C1c2ccccc2C(c2nnnn2-c2ccc3c(c2)OCCO3)N1Cc1ccco1 (centres undefined),.,?,?
COc1ccc(OCC#CCNC(C)(C)C)cc1,-3%,-20%,-22%
CCOC(=O)c1cc(C(=O)OCC)cc(-n2cc(O)c(C(=O)OCC)n2)c1,-9%,?,?
CC(c1ccco1)N(C(=O)Nc1ccccc1)C1CCCCC1 (centres undefined),2%,?,?
CCc1nnc(NS(=O)(=O)c2ccc(NC(=O)COc3ccc(Cl)c(C)c3)cc2)s1,-3%,-6%,?
CCC(=O)Nc1ccc(C(=O)NNC(=O)COc2cccc(C)c2)cc1,-4%,-15%,-1%
COc1cc(OC)c(OC)cc1CN1CCN(Cc2ccc(C(F)(F)F)cc2)CC1,-1%,?,?
CCc1ccc(C(=O)C(C)OC(=O)CNS(=O)(=O)c2ccc(C)cc2)cc1 (centres undefined),-8%,-4%,-21%
CN(C)c1ccc(C(C(=O)NCC2CCCO2)N(Cc2ccco2)C(=O)c2snc(C(N)=O)c2N)cc1 (centres undefined),0%,?,?
COc1ccc(-c2cn3ccc(C)cc3n2)cc1,-23%,?,?
O=C(NC1(C(F)(F)F)N=C2SCCN2C1=O)c1ccco1 (centres undefined),-2%,-17%,1%
Cc1cccc(NC(=O)CCN2C(=O)c3ccccc3C2=O)n1,-3%,1%,3%
COc1ccc(Cl)cc1NC(=O)CNC(c1ccccc1)c1ccccc1,-8%,?,?
CC(=O)N1C(=O)/C(=C2\SC(=S)N(NS(=O)(=O)c3ccc(C)cc3)C2=O)c2ccccc21,-8%,16%,-3%
COCCOc1cc(NC(=O)c2cccc(OC)c2)c(Cl)cc1Cl,-7%,?,-7%
COc1cc2c(cc1OC)C(=O)CCC2,.,16µM*,15µM*
CC(C)CC(NC(=O)CC12CC3CC(CC(C3)C1)C2)C(=O)NC1=NCCS1 (centres undefined),-5%,26µM*,?
CC(C)OC(=O)n1c(=S)oc2ccccc21,-4%,?,?
Cc1nn(S(=O)(=O)c2ccc(C(C)(C)C)cc2)c(C)c1S(=O)(=O)N1CCC(C)CC1,-4%,-2%,-10%
CSCC[C@@H](C(=O)O)N1Cc2ccccc2C1=O,-22%,5%,2%
COc1ccc(S(=O)(=O)Nc2c(C)nn(C)c2C)cc1Br,-6%,?,-25%
COc1ccc2sc(C)[n+](C)c2c1,-10%,18µM*,?
Cc1ccc(-c2nnn(CC(=O)N(CCCO)C(C(=O)NC3CCCC3)c3ccc(Cl)cc3)n2)o1 (centres undefined),-3%,-20%,-4%
CCOc1ccc(NC(=O)NNC(=O)C2CCC(C(C)(C)C)CC2)cc1 (centres undefined),1%,-41%,?
CN(C)NC(=S)Nc1cccc(C(F)(F)F)c1,3%,-4%,16%
Cc1cc(N2CCCCC2)n2ncc(-c3ccccc3)c2n1,-8%,29µM*,?
O=C1S/C(=C/c2ccccc2)C(=O)N1CC(O)Cn1c2ccccc2c2ccccc21 (centres undefined),-7%,23µM*,23µM*
CCOC(=O)Cn1c(S(=O)(=O)Cc2ccc(Cl)cc2)nc(-c2ccccc2)c1-c1ccccc1,-10%,16µM*,18µM*
COc1ccc(OC)c(CN2CCC(C(=O)N3CCN(c4ccccc4F)CC3)CC2)c1,-9%,-30%,-29%
COc1ccc(OCC(=O)NCC2(N3CCN(C)CC3)CCCCC2)cc1,-1%,-18%,-2%
COC(=O)c1ccccc1NC(=S)NC(=O)c1ccc(C)cc1,34%[activator],-35%,?
CC(=O)c1c(N2CCOCC2)[nH]c(-c2ccccc2)nc1=S,-24%,?,16µM*
COc1ccccc1-c1nnc(C2CCN(S(=O)(=O)c3ccccc3[N+](=O)[O-])CC2)o1,-21%,-13%,?
O=C(CCSc1nnc(-c2ccco2)o1)N1CCOCC1,-12%,-4%,12%
CCOc1ccc2nc(N(CCN(CC)CC)C(=O)/C=C/c3cccs3)sc2c1,0%,?,?
COCC(=O)Nc1cc(C(=O)NCCc2ccccc2)ccc1Cl,-3%,-23%,-22%
CCCCCCCCCc1conc1C(=O)/C=C/c1oc2c(c1C)CCC(C)C2 (centres undefined),.,15µM*,21µM*
O=C(CCCCCNC(=S)Nc1ccccc1)C[N+](=O)[O-],-1%,-22%,-2%
CNC(=O)NC(=O)Cn1cnc2sc(-c3ccccc3)cc2c1=O,2%,-23%,0%
CN(c1ccc(F)cc1)S(=O)(=O)c1ccc(Cl)c(C(=O)NCC2(N3CCOCC3)CCCCC2)c1,.,7.3µM*,7.3µM*
CC(C)C(=O)Nc1c2c(nn1-c1ccc(F)cc1)CS(=O)(=O)C2,-9%,-2%,-3%
CC(C)[C@H]1COC(NC2=N[C@@H](C(C)C)CO2)=N1,3%,-26%,7%
CCC(CC)C(=O)NCCCCc1ccccc1,3%,-29%,-3%
O=C(c1ccc(F)cc1)N1CCC(O)(c2cccnc2)CC1,-3%,-4%,-27%
CC1c2ccccc2N(S(=O)(=O)c2ccccc2)C1C (centres undefined),.,23µM*,?
O=C(CCN1C(=O)C2C3C=CC(C3)C2C1=O)Nc1ccccn1 (centres undefined),.,-5%,-2%

# Fetched one by one from above, 7 records:
SMILES,KAT2A inh,DT40 TDP1 no CPT,TDP1 cell CPT
O=C(c1ccc(F)cc1)N1CCC(O)(c2cccnc2)CC1,-3%,-4%,-27%
CC1c2ccccc2N(S(=O)(=O)c2ccccc2)C1C (centres undefined),.,23µM*,?
CC(C)C(=O)Nc1c2c(nn1-c1ccc(F)cc1)CS(=O)(=O)C2,-9%,-2%,-3%
CCC(CC)C(=O)NCCCCc1ccccc1,3%,-29%,-3%
CC(C)[C@H]1COC(NC2=N[C@@H](C(C)C)CO2)=N1,3%,-26%,7%
O=C(CCN1C(=O)C2C3C=CC(C3)C2C1=O)Nc1ccccn1 (centres undefined),.,-5%,-2%
CN(c1ccc(F)cc1)S(=O)(=O)c1ccc(Cl)c(C(=O)NCC2(N3CCOCC3)CCCCC2)c1,.,7.3µM*,7.3µM*

# Copied from the results shown for reference:
SMILES,KAT2A inh,DT40 TDP1 no CPT,TDP1 cell CPT
CN(c1ccc(F)cc1)S(=O)(=O)c1ccc(Cl)c(C(=O)NCC2(N3CCOCC3)CCCCC2)c1,.,7.3µM*,7.3µM*
CC(C)C(=O)Nc1c2c(nn1-c1ccc(F)cc1)CS(=O)(=O)C2,-9%,-2%,-3%

# Source: PubChem BioAssay

# A portion of the library (hit frequency here may not be typical).
